Screening results: PubChem BioAssay, National Center for Advancing Translational Sciences (NCATS)
PTHR1 ag = PTHR1 (human) receptor agonism; Q03431; HEK293 GP2 PTHR1 cells, GloSensor cAMP luminescence, 1 h; Potency, µM (doses to about 115 µM), without a hit: at the top dose activation, most hits filed as activators; hit rate 0.075% among 410,000; further: potency means the concentration at half of the fitted maximal effect; nearly all actives have a fitted effect of over 55% in size; some results filed as inactive show a strong effect at the top dose; inactives centre near -15; many of its hits are not listed in these tables
Target sequence (Q03431 whole entry, looked up): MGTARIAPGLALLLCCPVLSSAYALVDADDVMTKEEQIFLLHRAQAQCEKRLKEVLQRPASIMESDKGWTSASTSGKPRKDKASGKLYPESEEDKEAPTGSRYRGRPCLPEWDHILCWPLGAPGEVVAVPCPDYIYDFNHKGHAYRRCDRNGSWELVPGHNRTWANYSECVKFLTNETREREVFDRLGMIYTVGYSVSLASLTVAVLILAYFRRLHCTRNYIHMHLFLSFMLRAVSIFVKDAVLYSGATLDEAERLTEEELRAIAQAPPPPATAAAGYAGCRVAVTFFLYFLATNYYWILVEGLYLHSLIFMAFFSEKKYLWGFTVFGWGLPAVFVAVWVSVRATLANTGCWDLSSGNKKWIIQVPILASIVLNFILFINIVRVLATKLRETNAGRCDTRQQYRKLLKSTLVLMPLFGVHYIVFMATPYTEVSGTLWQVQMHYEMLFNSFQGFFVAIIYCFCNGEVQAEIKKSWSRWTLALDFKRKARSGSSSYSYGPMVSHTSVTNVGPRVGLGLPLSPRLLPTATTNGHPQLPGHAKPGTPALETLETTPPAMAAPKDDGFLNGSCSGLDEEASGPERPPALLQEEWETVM
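HEK-293-derived GP2 cells expressing PTHR1 and a GloSensor cAMP reporter, 3,000/well, plated overnight, given luciferin plus IBMX (each 0.5 mM as added) for 1 h at 37 °C, then compound for 1 h at 37 °C. Luminescence was read after 15 min at room temperature.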
GLP-1R agonist = GLP-1 receptor (human) agonism. HEK293 GLP-1R CRE-luciferase, luminescence, 4-6 h; cells express a hypersensitive GLP-1R form. Potency, µM (highest dose often 45.6 µM), inactives show top-dose activation, usual class: activators. hit rate 0.007% among 380,000; further: potency means the concentration at half of the fitted maximal effect; % of control where 0% means no effect
Target sequence (P43220 whole entry, looked up): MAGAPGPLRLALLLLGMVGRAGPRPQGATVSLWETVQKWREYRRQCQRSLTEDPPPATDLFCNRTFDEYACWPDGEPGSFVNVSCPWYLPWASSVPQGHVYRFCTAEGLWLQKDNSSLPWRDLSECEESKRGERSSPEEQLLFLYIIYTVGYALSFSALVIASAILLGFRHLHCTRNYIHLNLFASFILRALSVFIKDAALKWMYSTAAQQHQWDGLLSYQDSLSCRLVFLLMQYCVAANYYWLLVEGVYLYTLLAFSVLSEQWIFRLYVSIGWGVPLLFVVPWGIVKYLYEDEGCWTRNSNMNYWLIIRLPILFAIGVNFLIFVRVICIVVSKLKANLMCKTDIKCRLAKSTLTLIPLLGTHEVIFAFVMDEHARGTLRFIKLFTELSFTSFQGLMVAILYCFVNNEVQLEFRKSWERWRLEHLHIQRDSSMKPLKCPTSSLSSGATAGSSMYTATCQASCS
FUS suppressor = FUS proteinopathy suppression in yeast | S. cerevisiae FUS-expressing, growth rescue, OD600, 24 h | Potency, µM (series often up to 76.6 µM), for inactives: at the top dose growth rescue (activation), actives largely listed as activators | hit rate 0.24% among 390,000 | AID 1347120;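 further: potency means the concentration at half of the fitted maximal effect; plate controls were DMSO vehicle for no effect and reference control for full effect; nearly all actives have a fitted effect of over 55% in size; some results filed as inactive show a strong effect at the top dose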
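S. cerevisiae expressing FUS from galactose induction served as the toxicity model. Growth after 24hr at 30C, read as absorbance at 600 nm, indicates suppression of toxicity; compounds dosed at several concentrations.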
Abeta yeast res = restores growth of yeast expressing A-beta42 peptide. yeast expressing A-beta42, growth rescue, OD600, 48 h; response scale: 0% DMSO, 100% iron-clioquinol control. Potency, µM (doses to about 46.1 µM), for inactives: at the highest dose growth rescue, usual class: activators. hit rate 0.063% among 410,000. AID 1347071; further: potency means the concentration at half of the fitted maximal effect; nearly all actives have a fitted effect of over 55% in size
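Yeast growth medium received pinned compounds, then yeast cells expressing toxic A-beta were added; plates incubated at 30 C for 48 hr. Growth read as absorbance at 600 nm, normalized to DMSO and equimolar FeCl3 plus clioquinol controls.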
TDP43 rescue = inhibitors of TDP-43 toxicity in yeast; AID 652104; TDP-43 expressing yeast growth rescue, BacTiter-Glo, 24 h; hit rate 1.8% among 410,000; Potency, µM (highest dose often 46.1 µM), for the others: top-dose growth rescue (activation), actives largely listed as activators; further: potency means the concentration at half of the fitted maximal effect; % of control where 0% means no effect; nearly all actives have a fitted effect of over 50% in size
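Yeast cells expressing TDP-43 under galactose induction are exposed to compounds for 24 hr at 30 deg C. BacTiter-Glo luminescence measures growth, so protective compounds score as activators.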
D3 antag = D3 dopamine receptor (human) antagonism. hit rate 2.5% among 360,000. max response, negative = inhibition, %. D3R cells, DiscoveRx beta-arrestin luminescence, antagonist mode; stronger effect = lower value. P35462; in the data active means max response below about -50%; inconclusive means no clear call, values can overlap the other calls; further: on the % scale 0 is the no-effect control and ±100 the full control effect; mostly tested at two doses, the higher about 12 µM
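Cells plated overnight at 1500 cells/well, then exposed to library compounds with dopamine controls for 90 minutes at 37 degrees C. DiscoveRx reagent added for 30–60 minutes at room temperature; luminescence read, quantitative HTS format.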
aSyn rescue = alpha-synuclein toxicity inhibition in yeast | Yeast expressing alpha-synuclein, growth rescue, BacTiter-Glo, 24 h | Potency, µM (top dose mostly 46.1 µM), for inactives: at the highest dose growth rescue (activation), most hits filed as activators | hit rate 0.14% among 370,000 | AID 652106; further: potency means the concentration at half of the fitted maximal effect; % of control where 0% means no effect; nearly all actives have a fitted effect of over 65% in size
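Rescue of yeast growth: cells expressing toxic alpha-synuclein, induced in galactose at OD600 0.02, incubated with compound 24 h at 30 C. ATP luminescence quantified growth; inhibitors of toxicity appear as activators.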
GLP-1R inv ag = GLP-1 receptor (human) inverse agonism; hit rate 1.6% among 410,000; Potency, µM (top dose mostly 38.3 µM), inactives show top-dose activity change, negative = inhibition, hits mostly inhibitors; HEK293 GLP-1R CRE-luciferase, luminescence, 24 h; GLP-1R form is constitutively active; further: potency means the concentration at half of the fitted maximal effect; on the % scale 0 is the no-effect control and ±100 the full control effect; nearly all actives have a fitted effect of over 55% in size
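Readout was luciferase luminescence, measured 12 min after detection reagent at room temperature. Beforehand, GLP-1R reporter HEK293 cells had sat 12 h, then received compounds for 24 hr at 37 deg C.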
pAkt inh = blocks phosphorylation of Akt. AID 651550. hit rate 0.32% among 360,000. activity change, % for hits at 50 µM. Neuro2A IGF-stimulated pAkt S473 HTRF, 20 min; stronger effect = lower value; in the data active means activity change below about -80%; inconclusive means mostly about -51% to -80%; further: on the % scale 0 is the no-effect control and ±100 the full control effect
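Neuro2A cells (4,500/well, DMEM with 0.5% FBS) were treated with compound at a single 50 µM final concentration, stimulated with 6 nM IGF for 20 min at 37 °C, and lysed. Phospho-Akt Ser473 was read by HTRF as 665/615 ratio ×10^4.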
* hit, by the source's call; i = inactive; ? = inconclusive; . = no result given; [ ] = dose if it differs, or a comment. Unless noted, the call rests on the fitted dose curve; in most records, active means well fitted curve in the direction sought with a large enough effect; inconclusive means small, poorly fitted or top-dose-only effect, or another doubt; inactive means no such curve, though single readings can be large; an effect the other way counts as inactive or inconclusive. Not all compounds are listed (hit frequency here may not be typical).

molecule	GLP-1R agonist	aSyn rescue	D3 antag	Abeta yeast res	FUS suppressor	TDP43 rescue	PTHR1 ag	GLP-1R inv ag	pAkt inh
Cc1ccc(NC(=O)CSc2nc(-c3cccs3)nc3cc(=O)[nH]n23)cc1C	.	.	.	7%	2%	0%	-20%	-24%	.
Cc1cc(=O)oc2cc(OC(C)C(=O)NC3(C#N)CCCCC3)ccc12 (configuration not stated)	10%	1%	-10	-1%	2%	5%	-1%	27%	i
Cc1csc(NC(=O)CSc2nnc(-c3cccnc3)o2)n1	-6%	-1%	3	-10%	-6%	-9%	-21%	2%	i
CCCCOC(=O)CSc1nc2c(cc1C#N)C(=O)CC(C)(C)C2	-5%	12%	-8	-9%	24%	14%	-25%	1%	i
CC1(C)CC(=O)C(C=NCC2CCN(C(=O)Nc3ccc(Cl)c(Cl)c3)CC2)=C(O)C1	-1%	-4%	15	6%	-3%	8%	-9%	-1%	i
CC(C)NC(=O)N(C)C[C@H]1Oc2ccc(NC(=O)Cc3ccccc3)cc2C(=O)N([C@H](C)CO)C[C@@H]1C	-4%	1%	0	-12%	-2%	3%	-19%	21%	i
COc1ccc2oc(C(=O)OCC(=O)NC3CCS(=O)(=O)C3)c(C)c2c1 (configuration not stated)	-2%	-3%	-18	-10%	4%	-8%	4%	12%	i
CCCCN1C(=O)C(CC(=O)NC2CCCCC2)CC(C(=O)N(C)C)=C1C (configuration not stated)	-8%	1%	-23	4%	0%	20%	i	-5%	i
O=C1CC(c2cc(-c3ccccc3)no2)C1	7%	-13%	-8	-10%	-11%	18%	-1%	11%	i
CCOCCCNC(=O)C(c1ccc(Cl)cc1)N(Cc1ccc2c(c1)OCO2)C(=O)c1ccc(NC(C)=O)cc1 (configuration not stated)	.	.	.	3%	?	8%	-22%	-17%	.
COc1ccc(-c2nc3ccccc3c(=O)n2O)cc1	-2%	32µM*	?	-30%	-22%	-45%[inhibitor]	50µM*	?	i
O=C(Nc1ccc(F)c(Cl)c1)N1CCC(CN2CCOCC2)CC1	.	.	.	-16%	3%	-14%	6%	-22%	.
CCC(C)NC(=O)c1cc(Cl)ccc1OC (configuration not stated)	7%	-5%	19	0%	.	4%	-20%	0%	i
O=c1[nH]c2ccc(Cl)cc2c(=O)n1Cc1ccco1	-6%	9%	-12	6%	-14%	-1%	-6%	11%	i
COc1ccc(CC(=O)Nc2ccc(C)c(S(=O)(=O)N3CCCCCC3)c2)cc1	8%	-3%	24	-4%	?	16%	-32%[inhibitor]	?	i
CCCC(=O)Nn1cnc2c(c1=O)C1(CCCCC1)Cc1ccccc1-2	-1%	-9%	-27	8%	30%	30%	i	?	i
O=C(Nc1ncccn1)C1=C(O)c2ccccc2S(=O)(=O)N1Cc1ccccc1	-3%	-9%	-9	-1%	19%	11%	i	10%	i
O=S(=O)(c1cccc2ccccc12)N1CCC2CC1c1cc(Cl)ccc12 (configuration not stated)	-2%	6%	19	1%	4%	19%	-16%	?	i
O=C(CCSCc1ccccc1F)NCc1ccc(F)cc1	7%	8%	5	-7%	9%	?	i	?	i
COc1ccc(S(=O)(=O)N2CCC(C(=O)NCCOc3ccccc3F)CC2)cc1OC	-8%	0%	36	1%	.	16%	i	0%	i
CC(NS(=O)(=O)c1ccc(Cl)cc1)C(=O)Nc1ccc2c(c1)OCCO2 (configuration not stated)	-1%	1%	-3	-14%	-6%	-6%	-27%	-30%	i
COc1ccc(CC(N)c2csc(Nc3cc(NCc4ccco4)ncn3)n2)cc1 (configuration not stated)	-3%	17%	0	-10%	15%	15%	-25%	?	i
COc1ccc2cc(CN(CCc3ccccc3)Cc3nnnn3CC3CCCO3)c(=O)[nH]c2c1 (configuration not stated)	4%	5%	-28	2%	34%	-20%	-22%[57.5 µM]	4%	i
CC(C)OC(=O)CN1CCN(c2ccc(Cl)cc2)CC1	4%	-1%	0	-5%	-22%	-4%	-64%[inhibitor]	-15%	i
Cc1ccc(N(CC(=O)NCCc2ccccc2)S(=O)(=O)N(C)C)cc1	0%	.	.	11%	-20%	15%	i	-16%	.
O=C(COC(=O)c1ccc(S(=O)(=O)N2CCCC2)cc1)Nc1cccnc1Cl	-4%	1%	-25	-1%	7%	-10%	i	20%	i
CC[C@H](C)[C@@H](CNC)NC[C@@H](Cc1ccc(O)cc1)NCC(C)(C)C	-1%	-3%	-24	-12%	-17%	11%	-14%	?	i
Cc1nsc2c1ccc1ccccc12	10%	0%	-20	-13%	11%	-4%	i	-1%	i
CCOc1ccc(CCNC(=O)C2CCN(C(=O)N3CC(CC)Oc4ccc(C)cc43)CC2)cc1 (configuration not stated)	.	.	.	29%	?	-7%	-31%[inhibitor]	-21%	.
CC1CCCCN1CCCNC(=O)c1ccc2c(=O)n(CCc3ccccc3)c(=O)[nH]c2c1 (configuration not stated)	-10%	-7%	11	12%	5%	22%	i	-1%	i

Compound profiles, from the list above.
CCC(C)NC(=O)c1cc(Cl)ccc1OC (configuration not stated) in the list: GLP-1R agonist: 7%; aSyn rescue: -5%; D3 antag: 19; Abeta yeast res: 0%; FUS suppressor: .; TDP43 rescue: 4%; PTHR1 ag: -20%; GLP-1R inv ag: 0%; pAkt inh: i
Cc1nsc2c1ccc1ccccc12 in the list: GLP-1R agonist: 10%; aSyn rescue: 0%; D3 antag: -20; Abeta yeast res: -13%; FUS suppressor: 11%; TDP43 rescue: -4%; PTHR1 ag: i; GLP-1R inv ag: -1%; pAkt inh: i

Following part.
molecule	GLP-1R agonist	aSyn rescue	D3 antag	Abeta yeast res	FUS suppressor	TDP43 rescue	PTHR1 ag	GLP-1R inv ag	pAkt inh
Clc1ccc(-c2nnc(CSc3nnc(-c4cccs4)n3Cc3ccccc3)o2)cc1	-8%	?	5	-10%	?	18µM*	-93%[inhibitor]	10µM*	i
COc1ccc(-c2cc(C(=O)NC3CCCCC3)no2)cc1OC	9%	2%	9	12%	-3%	6%	i	3%	i
COc1ccc(-n2c(C)c(C(C)=O)c3cc(OC(C)=O)ccc32)cc1	-3%	13%	29	-7%	-20%	7%	-32%[inhibitor]	?	i
CC(=O)c1ccc(OCc2cc(C(=O)N(C)Cc3ccon3)no2)cc1	2%	-7%	2	-1%	.	9%	i	23%	i
Cc1ccc(-n2c(C)nnc2SCC(=O)N2CCOCC2)cc1	9%	0%	7	17%	1%	16%	i	3%	i
Fc1ccc(-n2ncc3c(Nc4ccc5c(c4)OCCO5)ncnc32)cc1	.	.	.	-10%	-34%	-1%	-27%	-25%	.
Cc1nc2ccccn2c1C(=O)NN=C1CCN(C)CC1	-3%	-1%	-13	-13%	-26%	-1%	26%	-2%	i
O=C(Nc1ccc(-c2nc3ccccc3o2)cc1)c1ccc2c(c1)OCO2	-1%	-6%	30	-3%	33%	-18%	i	0%	i
COc1cccc(CNC(=O)C2CCCN(c3ncnc4c3nc3n4CCCCC3)C2)c1 (configuration not stated)	23%	7%	12	-2%	9%	9%	-2%	?	.
Cc1ccc(S(=O)(=O)N2[C@@H](Cc3ccccc3)CO[C@H]2CC(=O)c2cccs2)cc1	.	?	8	-5%	2%	3%	-6%	13%	i
Cc1nn(C(C)C(=O)N2CCN(c3ccc(Cl)cc3)CC2)c(=O)c2cc3occc3n12 (configuration not stated)	.	.	.	5%	?	?	-21%	?	.
CCOc1ccc(C(=O)CCNC(Cc2cnc[nH]2)C(=O)O)cc1 (configuration not stated)	-7%	1%	-18	0%	-9%	-24%	i	-7%	i
COc1ccccc1N(CC(=O)NC1CCCC1)C(=O)C1(C)CC(=O)N=C2C=CC(C)=CN21 (configuration not stated)	3%	0%	7	-1%	8%	4%	-12%	-6%	i
OCCNC(=S)Nc1ccc2c(c1)OCCO2	4%	-1%	-27	-8%	-1%	-5%	i	18%	i
Cc1c(Cl)cccc1NC(=O)Cn1c(CCC(=O)O)ccc1-c1ccc(Cl)cc1	12%	3%	-9	4%	21%	-11%	i	-22%	i
c1ccc(-c2nc(NCC3CC3)nc3ccsc23)cc1	7%	?	-23	5%	-11%	0%	-7%	-7%	i
CC[C@]12c3[nH]c4ccc(Cl)cc4c3CCN1C(=O)[C@@H](CC(=O)NC(C)(C)C)C[C@@H]2C(=O)N1CCN(C(=O)c2ccco2)CC1	6%	1%	64	-4%	33%	1%	-14%	-15%	i
CC(=O)NCCNC(=O)C1Cc2c(-c3ccccc3)ccnc2O1 (configuration not stated)	9%	0%	?	-4%	-21%	0%	i	13%	i
C=CCOc1ccc(-c2nc3c(c(=O)[nH]c(=O)n3CCCC)n2C)cc1OC	12%	-1%	-14	-4%	-8%	-5%	-5%	23%	i
COc1ccc(/C=C(\NC(=O)c2ccccc2)C(=O)N/N=C/c2cccnc2)cc1	-2%	0%	11	8%	8%	5%	i	14%	i
O=C1C=C(N2CCOCC2)CCC1	1%	0%	23	3%	-16%	?	-26%	9%	i
CCCOc1ccc(/C=C/C(=O)N2CCN(c3ccccn3)CC2)cc1	4%	3%	8	18%	1%	0%	-33%[inhibitor]	-8%	i
Cn1nccc1-c1coc2c(C(=O)NCC3CCOCC3)cccc12	-6%	-10%	-6	-11%	-9%	13%	i	-10%	i
COC(=O)Cc1ccc(NC(=S)N2CCN(c3ccc(OC)cc3)CC2)cc1	-16%	4%	6	-2%	.	25%	i	-25%	i
